High-throughput results from PubChem.
TrxR1 substrate: substrates of rat thioredoxin reductase 1; O89049; purified TrxR1 substrate turnover, NADPH consumption readout; Potency, µM (series often up to 114 µM), for inactives: at the top dose activity change, negative = substrate turnover; 390,000 tested, 0.01% active; also: potency is read from the fitted curve at half-maximal effect; % is scaled to controls: 0 for no effect and ±100 for the full control effect; nearly all actives have a fitted effect of over 50% in size
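Rat TrxR1, dispensed at 90 nM, was prereduced with 400 uM NADPH (final) for 5 min at ~22 deg C, then incubated with compound 15 min before 400 uM selenite. A first-read NADPH fluorescence drop versus no-compound background flagged substrates.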
Vif-APOBEC3G blk: Vif-A3G binding inhibition; HeLa A3G-eYFP + Vif (tagged APOBEC3G with the HIV-1 protein that degrades it), YFP fluorescence, overnight; Potency, µM (series often up to 46.1 µM), without a hit: top-dose activity, negative = active, usual class: inhibitors; 410,000 tested, 0.076% active; AID 602310;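 also: potency is read from the fitted curve at half-maximal effect; % is scaled to controls: 0 for no effect and ±100 for the full control effect; nearly all actives have a fitted effect of over 60% in size; hits raise eYFP signal because A3G escapes Vif-driven loss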
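Read-out is eYFP fluorescence (Ex 488/Em 500-530) from Vif-expressing HeLa A3G-eYFP cells; more signal means A3G escaped Vif-mediated degradation. Cells plated overnight, compound pinned in, incubated overnight at 37 deg C.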
Vif-A3F inh: blocks the Vif interaction with APOBEC3F; AID 602313; HeLa A3F-eYFP + Vif (tagged APOBEC3F with the HIV-1 protein that degrades it), YFP fluorescence increase; 390,000 tested, 0.2% active; Potency, µM (doses to about 46.1 µM), inactives show top-dose activity, negative = active; also: potency is read from the fitted curve at half-maximal effect; % of control where 0% means no effect; nearly all actives have a fitted effect of over 65% in size
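Fluorescence increase (Ex 488/Em 500-530) after overnight compound treatment at 37 deg C flags inhibition of Vif-driven A3F-eYFP loss in stable HeLa A3F-eYFP/Vif cells seeded overnight beforehand.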
PI4K2A inh: PI4K2A (human) kinase inhibition. purified PI4K2A, ADP-Glo luminescence, 1 h; hits give low values. activity change, negative = inhibition, % at 76.9 µM. 420,000 tested, 0.13% active; in the data active = activity change below about -50%; inconclusive = mostly about -30% to -49%;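 also: -100% = wells without enzyme as full effect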
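ADP-Glo luminescence measured ADP generated by PI4K2A enzyme (4 ug/mL before mixing) with 1.2 mM PI substrate (pre-mix) and 300 microM ATP (pre-mix). Tris pH7.5 buffer with MgCl2, Triton X-100; 1 h reaction at ambient temperature.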
Glioma ERSR ind: induces the endoplasmic reticulum stress response in human glioma cells; U87-MG GRP78 promoter luciferase reporter, 16 h; Potency, µM, for inactives: top-dose activation, usual class: activators; 420,000 tested, 0.02% active; AID 602332; also: potency is read from the fitted curve at half-maximal effect; series mostly up to about 76 µM; % of control where 0% means no effect; nearly all actives have a fitted effect of over 35% in size
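Stably transfected U87-MG glioma cells carrying a GRP78-based luciferase sensor; 16 h compound incubation. Luminescence end-point read 10 min after Bright-Glo addition at room temperature.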
USP1 inh: blocks the human USP1/UAF1 deubiquitinase complex. O94782. recombinant USP1/UAF1, Ub-Rhodamine cleavage fluorescence. Potency, µM (top dose mostly 57.1 µM), inactives show top-dose activity change, negative = inhibition, usual class: inhibitors. 390,000 tested, 0.23% active; also: potency is read from the fitted curve at half-maximal effect; % is scaled to controls: 0 for no effect and ±100 for the full control effect; nearly all actives have a fitted effect of over 60% in size; inactives centre near -12
Target sequence (O94782 whole entry, looked up): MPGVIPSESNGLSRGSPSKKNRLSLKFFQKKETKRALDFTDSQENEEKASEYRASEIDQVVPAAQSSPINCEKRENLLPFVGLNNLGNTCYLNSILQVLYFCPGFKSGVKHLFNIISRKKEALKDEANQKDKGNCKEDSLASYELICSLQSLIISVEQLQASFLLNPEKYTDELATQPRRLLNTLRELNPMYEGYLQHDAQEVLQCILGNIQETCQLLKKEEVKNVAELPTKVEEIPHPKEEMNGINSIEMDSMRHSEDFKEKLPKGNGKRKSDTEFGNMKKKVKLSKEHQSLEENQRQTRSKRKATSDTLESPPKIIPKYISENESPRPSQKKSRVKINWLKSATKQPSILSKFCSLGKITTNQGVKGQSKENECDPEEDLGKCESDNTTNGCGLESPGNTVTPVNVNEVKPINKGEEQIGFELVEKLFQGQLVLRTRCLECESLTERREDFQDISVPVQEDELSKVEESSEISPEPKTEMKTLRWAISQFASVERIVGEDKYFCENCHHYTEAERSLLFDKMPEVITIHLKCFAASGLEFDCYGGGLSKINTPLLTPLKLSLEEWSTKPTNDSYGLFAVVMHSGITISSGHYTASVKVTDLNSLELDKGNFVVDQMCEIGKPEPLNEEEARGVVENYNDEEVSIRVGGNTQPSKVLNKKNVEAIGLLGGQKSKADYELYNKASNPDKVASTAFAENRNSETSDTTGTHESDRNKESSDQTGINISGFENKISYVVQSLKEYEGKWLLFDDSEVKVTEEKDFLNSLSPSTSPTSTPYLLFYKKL
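USP1/UAF1 complex (1 nM) preincubated 15 min at room temperature with compound, then Ub-Rho substrate (150 nM final) added. Kinetic fluorescence at 480/540 nm over 6 reads at 60 s intervals; 50 mM HEPES pH 7.8, 0.5 mM EDTA, 0.1 mg/ml BSA, 1 mM TCEP, 0.01% Tween-20.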
RXFP1 agonist: agonists of human relaxin receptor RXFP1; Q9HBX9; HEK293T-RXFP1 cAMP TR-FRET, 30 min; response scale: percent of porcine relaxin response, buffer zero; Potency, µM (top dose mostly 57.5 µM), without a hit: at the highest dose activation, hits mostly activators; 370,000 tested, 0.3% active; AID 2676; also: potency is read from the fitted curve at half-maximal effect; % is scaled to controls: 0 for no effect and ±100 for the full control effect; nearly all actives have a fitted effect of over 60% in size; many of its hits are not listed in these tables
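Agonist response is measured as cAMP accumulation in an RXFP1-transfected HEK293T line under PDE4 inhibition. Values are scaled between buffer-only and 29 nM porcine relaxin, and EC50s come from standard Hill equation fits.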
LDHA block: LDHA (human) enzyme inhibition. activity change, % (values are at about 110 or 230 µM). purified LDHA, NADH/diaphorase-resazurin fluorescence; hits give low values. 480,000 tested, 0.15% active. P00338; in the data active = activity change below about -30%; inconclusive = mostly about -25% to -30%;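 also: plate controls were DMSO wells for no effect and wells without enzyme for full effect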
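Human LDH5 at 2 nM final in Tris HCl pH 7.4 with 0.06 mM NADH and 0.2 mM pyruvate, reacted 5 minutes at room temperature. Remaining NADH coupled via diaphorase/resazurin; resorufin fluorescence read at 0 and 20 minutes, normalized to enzyme-free and DMSO wells.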
IDH1 R132H inh: blocks human mutant IDH1 R132H enzyme; AID 602179; IDH1-R132H enzyme, NADPH consumption, diaphorase/resazurin fluorescence; Potency, µM (series often up to 76.6 µM), for the others: at the highest dose activity change, negative = inhibition, hits mostly inhibitors; O75874; 390,000 tested, 0.093% active; also: potency is read from the fitted curve at half-maximal effect; % is scaled to controls: 0 for no effect and ±100 for the full control effect; nearly all actives have a fitted effect of over 65% in size
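IDH1-R132H (0.5 ug/mL) preincubated 30 min with compound, then NADPH (0.016 mM) and alpha-KG (2 mM) added; 80 min at RT, pH 7.5. Remaining NADPH coupled via diaphorase/resazurin to fluorescence (540/590 nm); concentration-response curves normalized to no-enzyme control.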
* = called active by the depositor; & = joins results of further samples; [ ] = dose if it differs, or a comment. Unless noted, calls follow the shape of the dose curve; as a rule, active = well fitted curve in the direction sought with a large enough effect; inconclusive = small, poorly fitted or top-dose-only effect, or another doubt; inactive = no such curve, though single readings can be large; an effect the other way counts as inactive or inconclusive. The list is partial (hit frequency here may not be typical).

Screening Cc1cc(NC(=O)COC(=O)[C@@H](NS(=O)(=O)c2ccc(Br)cc2)C(C)C)no1 returned TrxR1 substrate 2%, Vif-APOBEC3G blk -6%, Vif-A3F inh 5%, PI4K2A inh 8, Glioma ERSR ind 5%, USP1 inh -11%, RXFP1 agonist -0.1%, LDHA block -1 and IDH1 R132H inh 6%.
`COC(=O)N/N=C/c1ccccc1Cl` gave TrxR1 substrate 5%, Vif-APOBEC3G blk 1%, Vif-A3F inh inconclusive, PI4K2A inh 3, Glioma ERSR ind 2%, USP1 inh -6%, RXFP1 agonist 6.4%, LDHA block -3 and IDH1 R132H inh 16%.
For COc1ccc(C(=O)N2c3ccc(F)cc3CCC2C)cc1OC (configuration not stated) the results were TrxR1 substrate -2%, Vif-APOBEC3G blk 2%, Vif-A3F inh -4%, PI4K2A inh 10, Glioma ERSR ind 10%, USP1 inh -12%, RXFP1 agonist -0.5%, LDHA block -4 and IDH1 R132H inh -1%.
Screening O=C(Nc1cccc(S(=O)(=O)N2CCCCCC2)c1)C1CCC1 returned TrxR1 substrate -8%, Vif-APOBEC3G blk 2%, Vif-A3F inh 5%, PI4K2A inh 1, Glioma ERSR ind -3%, USP1 inh -16%, RXFP1 agonist 1.6%, LDHA block -2 and IDH1 R132H inh 5%.
CC(=O)Nc1nnc(SCc2cc(=O)c(OC(=O)c3ccccc3)co2)s1 was read as TrxR1 substrate 7%, Vif-APOBEC3G blk 0%, Vif-A3F inh -8%, PI4K2A inh 1, Glioma ERSR ind -2%, USP1 inh -8%, RXFP1 agonist 4.0%, LDHA block -4 and IDH1 R132H inh -3%.
`COC(=O)c1cc(NC(=O)C2C3C=CC(C3)C2C(=O)O)cc(C(=O)OC)c1` (configuration not stated) gave TrxR1 substrate 9%, Vif-APOBEC3G blk 0%, Vif-A3F inh -4%, PI4K2A inh -3, Glioma ERSR ind -3%, USP1 inh 3%, RXFP1 agonist 4.6%, LDHA block -5 and IDH1 R132H inh -7%.
`C=CCn1c(O)c(C(CC)=NCc2cccnc2)c(=O)[nH]c1=O` gave TrxR1 substrate -5%, Vif-APOBEC3G blk 1%, Vif-A3F inh -3%, PI4K2A inh 12, Glioma ERSR ind -2%, USP1 inh -1%, RXFP1 agonist 11%, LDHA block 1 and IDH1 R132H inh 1%.
For COc1cccc(C(=O)NCCCN2CCN(CCCNC(=O)c3cccc(OC)c3)CC2)c1 the results were TrxR1 substrate -2%, Vif-APOBEC3G blk 1%, Vif-A3F inh 9%, PI4K2A inh -4, Glioma ERSR ind -5%, USP1 inh -19%, RXFP1 agonist 0.8%, LDHA block -2 and IDH1 R132H inh 7%.
Cc1ccc(SCCC(=O)NCC2CCCO2)cc1 (configuration not stated) was read as TrxR1 substrate 0%, Vif-APOBEC3G blk 0%, Vif-A3F inh 6%, PI4K2A inh 0, Glioma ERSR ind inconclusive, USP1 inh -10%, RXFP1 agonist 1.7%, LDHA block -10 and IDH1 R132H inh 7%.
Screening O=C(NCCc1nc2ccccc2[nH]1)c1cc([N+](=O)[O-])cc([N+](=O)[O-])c1 returned TrxR1 substrate -12%, Vif-APOBEC3G blk -7%, Vif-A3F inh -6%, PI4K2A inh -5, Glioma ERSR ind -2%, USP1 inh -20%, RXFP1 agonist -0.2%, LDHA block 0 and IDH1 R132H inh -1%.
`Cc1cc(CN2CCCCC2C(=O)Nc2ccc(Oc3cccnc3)cc2)oc1C` (configuration not stated) gave TrxR1 substrate 5%, Vif-APOBEC3G blk -7%, Vif-A3F inh -14%, PI4K2A inh -4, Glioma ERSR ind 3%, USP1 inh -18%, RXFP1 agonist -0.6%, LDHA block 2 and IDH1 R132H inh 0%.
For Cc1cccc(C)c1NC(=O)C[n+]1cc(-c2ccccc2)n2c1CCC2 the results were TrxR1 substrate 3%[57.1 µM], Vif-APOBEC3G blk 2%, Vif-A3F inh -20%, PI4K2A inh -1, Glioma ERSR ind -5%, USP1 inh -3%, RXFP1 agonist 1.4%, LDHA block -5 and IDH1 R132H inh -1%.
CC(/C=N/NC(=O)c1nnn(-c2nonc2N)c1CN1CCCCC1)=C\c1ccccc1 was read as TrxR1 substrate -12%, Vif-APOBEC3G blk 0%, Vif-A3F inh -24%, PI4K2A inh -4, Glioma ERSR ind 14%, USP1 inh -5%, RXFP1 agonist -1.8%, LDHA block -5 and IDH1 R132H inh -6%.
For O=S(=O)(Cc1ccccc1)N1CCCCC1 the results were TrxR1 substrate -7%, Vif-APOBEC3G blk -1%, Vif-A3F inh 2%, PI4K2A inh -10, Glioma ERSR ind -3%, USP1 inh -2%, RXFP1 agonist 0.3%, LDHA block -4 and IDH1 R132H inh 9%.
Screening O=C(CCN1C(=O)c2ccccc2C1=O)NCCCn1ccnc1 returned TrxR1 substrate 12%, Vif-APOBEC3G blk 1%, Vif-A3F inh 5%, PI4K2A inh -4, Glioma ERSR ind -3%, USP1 inh -18%, RXFP1 agonist 4.0%, LDHA block 1 and IDH1 R132H inh 6%.

Continued; it opens with the 2 that closed the last part.
For O=S(=O)(Cc1ccccc1)N1CCCCC1 the results were TrxR1 substrate -7%, Vif-APOBEC3G blk -1%, Vif-A3F inh 2%, PI4K2A inh -10, Glioma ERSR ind -3%, USP1 inh -2%, RXFP1 agonist 0.3%, LDHA block -4 and IDH1 R132H inh 9%.
Screening O=C(CCN1C(=O)c2ccccc2C1=O)NCCCn1ccnc1 returned TrxR1 substrate 12%, Vif-APOBEC3G blk 1%, Vif-A3F inh 5%, PI4K2A inh -4, Glioma ERSR ind -3%, USP1 inh -18%, RXFP1 agonist 4.0%, LDHA block 1 and IDH1 R132H inh 6%.
Screening O=C(NC(=S)N1CCN(C/C=C/c2ccccc2)CC1)c1ccc(F)cc1 returned TrxR1 substrate 3%[57.1 µM], Vif-APOBEC3G blk 2%, Vif-A3F inh inconclusive, PI4K2A inh 1, Glioma ERSR ind -3%, USP1 inh -17%, RXFP1 agonist -1.8%, LDHA block 2 and IDH1 R132H inh 2%.
For CN(Cc1ccccc1)Cc1nc2c(c(=O)n(C)c(=O)n2C)n1Cc1ccc(F)cc1 the results were TrxR1 substrate -6%, Vif-APOBEC3G blk -10%, Vif-A3F inh -2%, PI4K2A inh -10, Glioma ERSR ind 0%, USP1 inh -7%, RXFP1 agonist 1.1%, LDHA block -7&-4 and IDH1 R132H inh 4%.
O=C(/C=C/c1ccc(NC(=O)c2ccccc2-c2ccccc2C(=O)O)cc1)c1ccccc1 was read as TrxR1 substrate -10%, Vif-APOBEC3G blk inconclusive, Vif-A3F inh inconclusive, PI4K2A inh -7, Glioma ERSR ind -5%, USP1 inh inconclusive, RXFP1 agonist 1.2%, LDHA block -18 and IDH1 R132H inh -9%.
For Cc1c(C(=O)N(C)Cc2ccc(F)cc2)sc(=O)n1Cc1ccc(Cl)c(Cl)c1 the results were Vif-APOBEC3G blk -6%, PI4K2A inh 2, Glioma ERSR ind -3% and LDHA block -4.
`CC1CCCN(S(=O)(=O)c2ccc(CN3C(=O)c4cccnc4C3=O)cc2)C1` (configuration not stated) gave TrxR1 substrate -10%, Vif-APOBEC3G blk -6%, Vif-A3F inh 1%, PI4K2A inh 1, Glioma ERSR ind -1%, USP1 inh -11%, RXFP1 agonist 21%, LDHA block 1 and IDH1 R132H inh -8%.
`CC(=O)N1CCN(CC(=O)Nc2cccc(S(=O)(=O)N3CCCCCC3)c2)CC1` gave TrxR1 substrate -1%[57.1 µM], Vif-APOBEC3G blk 1%, Vif-A3F inh -2%, PI4K2A inh -1, Glioma ERSR ind -1%, USP1 inh -10%, RXFP1 agonist 6.5%, LDHA block -3 and IDH1 R132H inh 6%.
For COc1ccc(Cl)cc1Nc1nc(C)nc2c1oc1ccccc12 the results were TrxR1 substrate 184%[activator], Vif-APOBEC3G blk 7%, Vif-A3F inh 3%, PI4K2A inh 5, Glioma ERSR ind -2%, USP1 inh -16%, RXFP1 agonist 0.0%, LDHA block 1 and IDH1 R132H inh 16%.
`CCn1c(SCc2nc(-c3ccccc3)no2)nnc1-c1cccs1` gave TrxR1 substrate -7%, Vif-APOBEC3G blk 2%, Vif-A3F inh 4%, PI4K2A inh 3, Glioma ERSR ind -1%, USP1 inh -14%, RXFP1 agonist 0.6%, LDHA block -12 and IDH1 R132H inh 4%.
`CCOC(=O)[C@@H]1[C@H]2COc3ccccc3[C@@H]2N2C(=O)N(c3ccc(Br)cc3)C(=O)[C@]12C` gave TrxR1 substrate 5%[57.1 µM], Vif-APOBEC3G blk 5%, Vif-A3F inh 4%, PI4K2A inh 2, Glioma ERSR ind -2%, USP1 inh -9%, LDHA block -5 and IDH1 R132H inh -6%.
Screening Cc1cccc(NS(=O)(=O)c2ccc3c(c2)[C@H]2C=CC[C@H]2[C@@H](c2ccc(F)cc2)N3)c1 returned TrxR1 substrate 5%, Vif-APOBEC3G blk 2%, Vif-A3F inh 2%, PI4K2A inh -3, Glioma ERSR ind -4%, USP1 inh -13%, RXFP1 agonist 0.3%, LDHA block 4 and IDH1 R132H inh -15%.
